MCF10A rerep = DNA re-replication induction in MCF 10a cells; MCF 10A DNA re-replication, Hoechst nuclear intensity, 48 h; Potency, µM (doses to about 46.1 µM), for inactives: top-dose activity, positive = re-replication, most hits filed as activators; 350,000 compounds, 2.9% hits; AID 624296; note: potency is the fitted concentration of half-maximal effect; % of control where 0% means no effect; nearly all actives have a fitted effect of over 50% in size
HT1080-NT tox = kills 2HG-producing HT-1080-NT fibrosarcoma cells; AID 686970; HT-1080-NT fibrosarcoma viability, CellTiter-Glo ATP luminescence, 48 h; 360,000 compounds, 1.6% hits; Potency, µM (doses to about 46.1 µM), for the others: at the top dose activity, negative = less viability, most hits filed as cytotoxic;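 note: NT is the 2HG producing partner of a matched IDH1 knockdown line; potency is the fitted concentration of half-maximal effect; 0% = DMSO-treated cells and -100% = media-only wells without cells; nearly all actives have a fitted effect of over 55% in size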
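A 48-hour cytotoxicity screen used HT-1080-NT cells plated 2 hours before compound delivery. ATP-based CellTiter-Glo luminescence measured viability, normalized to DMSO and no-cell controls.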
ATXN2 expr inh = inhibitors of ATXN2 expression; 360,000 compounds, 0.72% hits; HEK-293 ATXN2-luciferase reporter, luminescence, 24 h; Potency, µM (series often up to 57 µM), for the others: at the highest dose activity change, negative = inhibition, actives largely listed as inhibitors; note: potency is the fitted concentration of half-maximal effect; % is set by controls: 0 for no effect and ±100 for the full control effect; nearly all actives have a fitted effect of over 55% in size
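qHTS (up to 57 uM final) was run with 24 h compound exposure of reporter cells at 37 °C. Each well was multiplexed: SteadyGlo luminescence measured ATXN2-luciferase expression after a fluorogenic Gly-Phe-AFC viability readout (25 uM final).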
HT1080 IDH1KD tx = toxicity to HT-1080 IDH1 knockdown cells (counter line) | HT-1080 IDH1 knockdown viability, ATP luminescence, 48 h | Potency, µM (highest dose often 46.1 µM), for the others: top-dose activity, negative = toxicity, most hits filed as cytotoxic | 360,000 compounds, 2% hits | AID 686971;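 note: potency is the fitted concentration of half-maximal effect; 0% = DMSO wells and -100% = cell-free medium wells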
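In this qHTS, HT-1080 cells depleted of IDH1 are exposed for 48 h at 37 °C to compound titrations. Toxicity is scored from CellTiter-Glo luminescence, with DMSO as full viability and medium alone as none.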
HepG2 tox = HepG2 cytotoxicity, counter-screen for TGF-b inhibitors; HepG2 CAGA-GFP viability, ATP luminescence, 18 h; Potency, µM (series often up to 46.1 µM), inactives show at the highest dose activity change, negative = cytotoxicity, usual class: cytotoxic; 410,000 compounds, 0.76% hits; AID 588856; note: potency is the fitted concentration of half-maximal effect; some results filed as inactive show a strong effect at the top dose
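CellTiter-Glo luminescence gave cytotoxicity after 18 hours at 37 degrees C. The cells were HepG2 CAGA-GFP in 1% FBS DMEM, stimulated with 500 pg/mL TGF-beta after compound addition. %Activity was normalised to no-cell wells (complete cell-killing) and DMSO (no toxicity), and curves were fitted and classified.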
IL1B secr inh = blocks inflammasome-driven IL-1 beta release; THP-1 LPS/ATP IL-1B secretion, AlphaLISA, 16 h; stronger effect = lower value; activity change, % at 57.5 µM; 360,000 compounds, 4.7% hits; AID 743279; in the data active = activity change below about -50%; inconclusive = mostly about -30% to -49%; note: % is set by controls: 0 for no effect and ±100 for the full control effect
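Secreted IL-1B measured by AlphaLISA bead assay after 16 h compound exposure of THP-1 cells; compounds (final up to 57.5 uM) added 1 h before LPS (250 ng/mL) and ATP (1.25 mM) stimulation; lower signal means less secretion.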
SW480 rerep = inducers of DNA re-replication in SW480 colon cancer cells. SW480 DNA re-replication, Hoechst DNA content imaging, 48 h. Potency, µM (titrated, usually from 46.1 µM), for the others: at the top dose re-replication activation, usual class: activators. 340,000 compounds, 1.8% hits. AID 624297; note: potency is the fitted concentration of half-maximal effect; % of control where 0% means no effect; nearly all actives have a fitted effect of over 55% in size
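DNA re-replication was detected as more nuclei of elevated Hoechst intensity after 48 hr exposure to compound (23 nL pinned per well of 250 cells).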
KB-3-1 cytotox = KB-3-1 parental cell cytotoxicity. KB-3-1 viability, CellTiter-Glo ATP luminescence, 72 h. Potency, µM (highest dose often 46.1 µM), for the others: top-dose activity change, negative = cytotoxic, most hits filed as cytotoxic. 400,000 compounds, 1.4% hits; note: potency is the fitted concentration of half-maximal effect; % is set by controls: 0 for no effect and ±100 for the full control effect; nearly all actives have a fitted effect of over 60% in size
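Cells are dispensed, compounds pinned in, plates held at 37 °C for 72 h, then CellTiter-Glo is added and luminescence read after 10 minutes. Cell line: parental KB-3-1 in phenol-red-free DMEM, 10% FBS.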
ATXN viability = cell viability loss in ATXN counter-screen. S2 cells (HEK-293 line with an ATXN2-luciferase reporter) viability, CellTiter-Fluor protease fluorescence, 24 h. Potency, µM (top dose mostly 56.7 µM), usual class: cytotoxic. 400,000 compounds, 0.49% hits. AID 651635; note: potency is the fitted concentration of half-maximal effect; nearly all actives have a fitted effect of over 40% in size
* hit, by the source's call; i = inactive; ? = inconclusive; . = not tested or not shown; & = joins results of further samples; [ ] = another dose, or the depositor's remark. Unless noted, calls come from the whole dose curve; as a rule, active = well fitted curve in the direction sought with a large enough effect; inconclusive = small, poorly fitted or top-dose-only effect, or another doubt; inactive = no such curve, though single readings can be large; an effect the other way counts as inactive or inconclusive.

structure | HT1080-NT tox | HepG2 tox | KB-3-1 cytotox | IL1B secr inh | HT1080 IDH1KD tx | MCF10A rerep | ATXN viability | SW480 rerep | ATXN2 expr inh
COc1ccccc1C(=O)Nc1nc2ccccc2[nH]1 | 1.46µM* | 2.82µM* | 2.31µM* | -25.4 | 1.3µM* | -2.9% | i | 5.4% | 0.316µM*
Cc1nn(Cc2ccc(Cl)cc2Cl)c(C)c1NC(=O)NC12CC3CC(CC(C3)C1)C2 | -13.9% | 14.9% | ? | -23.5 | 18.4µM* | ? | i | 2.7% | -28.9%
CCOc1ccc(Nc2nc(C)c(NC(=O)c3cccc(F)c3)c(Nc3ccc(OCC)cc3)n2)cc1 | . | -35.8% | -5.5% | . | . | . | i | . | -8.5%
COc1ccccc1N1CCN(C(=O)C(=O)c2c[nH]c3ccccc23)CC1 | -0.6% | 11.8% | 1.6% | -13.0 | -0.7% | 2.2% | i | -38.0% | .
Cc1ccc(NC(=S)N2CCN(c3ncccn3)CC2)c(C)c1 | 14.2% | -9.5% | 5.1% | 7.8 | 0.2% | -2.5% | ? | -13.2% | 7.1%
CC1C(=O)N(Cc2cn(Cc3ccco3)nn2)CCS(=O)(=O)N1Cc1ccc(-c2cccc(CO)c2)cc1 (stereo unspecified) | -1.9% | -15.0% | 0.2% | -17.1 | 0.0% | . | i | . | -7.4%
COc1cccc2cc(-c3nnc(SCC(=O)NCc4ccccc4)n3C)oc12 | 3.0% | -0.7% | 2.9% | ? | 15.1% | -4.4% | i | -5.0% | -0.4%
CC1(C)OC(=O)C2=C(C[C@@H](CCc3ccccc3)O[C@@H]2c2ccc(F)cc2)O1 | -6.1% | . | -4.0% | 22.7 | -6.1% | . | i | . | -12.7%
COc1cc(OC)cc(-c2cc3cc4c(cc3cn2)OCO4)c1 | 0.92µM* | -20.8% | ? | 35.7 | 0.581µM* | ? | i | 2.59µM* | 53.9%[activator]
CCOc1cc(N2CCOCC2)c(OCC)cc1NC(=O)[C@H](C)N1C(=O)C2CC=CCC2C1=O (stereo partly specified) | 9.2% | -2.5% | -7.8% | 28.3 | 10.2% | 9.8% | i | 7.8% | -21.1%
CN(Cc1ccccc1)C(=O)[C@@H]1CCCN1C(=O)[C@@H]1CCCN1C(=O)c1ccccc1 | 2.7% | . | -12.9% | -5.3 | 18.5% | . | i | . | 18.0%
COc1ccccc1-n1nnnc1SCC(=O)Nc1oc(C)c2c(C)n[nH]c(=O)c12 | 12.9% | 6.2% | 2.6% | 8.7 | 7.9% | 6.1% | i | 20.6µM* | 6.7%
O=C(O)C1CCN(C(=O)CSc2nc3cc(Cl)ccc3c(=O)n2Cc2ccccc2)CC1 | -1.8% | -0.3% | 3.2% | 32.4 | -20.2% | 11.0% | i | -6.8% | 0.6%
O=[N+]([O-])c1cc(S(=O)(=O)N2CCCC2)ccc1NN=C1CCCCC1 | 15.7% | 6.0% | 7.4% | -1.7 | 9.1% | 1.8% | i | -0.5% | -9.5%
COc1ccc(OC)c(C2=Nn3c(nnc3C3CCCCC3)SC2)c1 | ? | -27.9% | -23.9% | -13.5 | ? | 7.5% | ? | -2.3% | -36.7%

Two records drawn at random from the list so far:
structure | HT1080-NT tox | HepG2 tox | KB-3-1 cytotox | IL1B secr inh | HT1080 IDH1KD tx | MCF10A rerep | ATXN viability | SW480 rerep | ATXN2 expr inh
COc1ccccc1N1CCN(C(=O)C(=O)c2c[nH]c3ccccc23)CC1 | -0.6% | 11.8% | 1.6% | -13.0 | -0.7% | 2.2% | i | -38.0% | .
O=[N+]([O-])c1cc(S(=O)(=O)N2CCCC2)ccc1NN=C1CCCCC1 | 15.7% | 6.0% | 7.4% | -1.7 | 9.1% | 1.8% | i | -0.5% | -9.5%

Structures listed above marked active in SW480 rerep.
Compound,IL1B secr inh,SW480 rerep
COc1cc(OC)cc(-c2cc3cc4c(cc3cn2)OCO4)c1,35.7,2.59µM*
COc1ccccc1-n1nnnc1SCC(=O)Nc1oc(C)c2c(C)n[nH]c(=O)c12,8.7,20.6µM*

(listing goes on)
structure | HT1080-NT tox | HepG2 tox | KB-3-1 cytotox | IL1B secr inh | HT1080 IDH1KD tx | MCF10A rerep | ATXN viability | SW480 rerep | ATXN2 expr inh
CCCN1CNC(=S)N(c2cccc(C)c2)C1 | -1.8% | -14.1% | -10.3% | 21.4 | -1.5% | 9.6% | i | 6.9% | 8.2%
CCCCN(CC)CCCNC(=O)CC1Nc2ccccc2NC1=O (stereo unspecified) | 14.2% | 0.4% | 5.4% | 16.6 | 7.9% | 1.5% | i | -2.0% | -2.6%
CCc1ccc(S(=O)(=O)n2c(C)nc3ccccc32)cc1 | 1.0% | 5.2% | 7.2% | 30.3 | 9.7% | ? | i | 0.0% | -1.9%
CCCCc1n[nH]c2c1/C(=N/OCC)CC(C)(C)C2 | -6.8% | -44.5% | -3.0% | . | -7.7% | 1.2% | i | -21.3% | -4.3%
O=C(CN1C(=O)CC(c2ccco2)Sc2ccccc21)Nc1ccccc1F (stereo unspecified) | 3.7% | -22.5% | -13.7%&23.2% | -14.8 | 1.1% | 6.5% | ? | 4.1% | -2.5%
COC(=O)c1ccccc1NC(=O)COC(=O)[C@H](C)NC(N)=O | -20.0% | -6.7% | 6.2% | 31.3 | -19.2% | 1.0% | i | -4.1% | 19.0%
O=C(COc1ccc2c3c(c(=O)oc2c1)CCC3)Nc1ccccn1 | 7.4% | -7.1% | 1.0% | 3.0 | 10.2% | 1.2% | ? | -19.9% | .
COc1ccc(C2=Nc3ccc(F)cc3NC(c3cccc(C(F)(F)F)c3)=N2)cc1 | . | 0.5% | -4.5% | . | . | . | ? | . | -6.4%
CC(CNC(=O)c1cccc(Br)c1)n1cncn1 (stereo unspecified) | 1.0% | 2.4% | 8.1% | 13.5 | 8.7% | 1.6% | i | -6.4% | 4.4%
O=C1CC(=O)N(Cc2ccco2)C(=S)N1 | 12.6% | 5.7% | -0.3% | 6.1 | 18.4% | 1.2% | i | -5.0% | 3.2%
O=C1CCN(CCCN2CCC(=O)NC2=S)C(=S)N1 | 1.6% | -8.1% | -11.7% | 3.9 | 4.9% | . | i | . | .
COc1ccccc1CN(C)CC(=O)Nc1ccc(Cl)cc1F | -8.9% | -0.6% | 1.7% | 0.0 | -6.1% | 1.16µM* | i | -60.3%[inhibitor] | -26.9%
Cc1nc(-c2cc(C#N)c(Sc3ccc(Cl)cc3Cl)nc2C)cs1 | 11.5% | -1.1% | 0.0% | 6.0 | 11.9% | -17.7% | i | 3.0% | -12.5%
O=C(N1CCOCC1)N1CCN(CC(O)COc2ccc3ccccc3c2)CC1 (stereo unspecified) | -7.6% | -1.5% | -2.2% | -8.1 | -1.6% | 0.9% | i | -2.7% | -0.3%
Cc1cccc(NS(=O)(=O)c2cc3c(cc2C)n(C)c(=O)c(=O)n3C)c1 | -12.3% | -21.4% | 6.4% | 30.9 | -14.9% | 0.5% | i | 1.8% | -12.3%
Cc1cc(Nc2ccc3c(c2)OCCO3)c2ccccc2n1 | 0.1% | -24.2% | -7.8% | -15.9 | -17.3% | 9.8% | ? | -0.2% | ?
Cc1ccc(NS(=O)(=O)c2ccc(C(=O)N3CCCCCCC3)cc2)cc1 | -8.6% | -4.4% | -17.9% | -2.9 | -21.5% | 8.7% | i | 0.8% | -10.8%
O=C(COC(=O)c1ccc(OC(F)(F)F)cc1)NCCN1C(=O)CSC1=O | 3.1% | 2.8% | 2.4% | -8.7 | -3.3% | 2.4% | i | -1.6% | .
Cc1cccc(NC(=O)c2sc(-n3nc(C)c(Cc4ccc5c(c4)OCO5)c3C)nc2C)c1C | . | -35.5% | -7.0% | . | . | . | i | . | 0.0%
CCCCC1=NN2C(=N)CC(=O)N=C2S1 | -5.7% | 5.3% | 2.4% | 45.9 | -0.6% | -0.3% | i | 0.1% | 6.3%
Nc1nc(Nc2cccc(F)c2)nc(N2CCOCC2)c1[N+](=O)[O-] | 1.4% | -0.4% | -6.1% | 2.2 | -8.0% | ? | i | ? | -6.6%
CC(=O)Oc1ccc(-c2ccc(C(=O)OCC(=O)c3c(N)n(C)c(=O)n(C)c3=O)cc2)cc1 | -2.2%[9.24 µM] | -70.5% | -5.0% | -13.7 | ? | 13.1% | i | -31.5%[inhibitor] | 5.2%
COc1ccc(/C=C(/NC(=O)/C=C/c2ccccc2)C(=O)O)cc1 | 5.1% | 0.1% | 2.6% | 17.8 | 9.2% | -1.7% | i | -3.6% | -2.6%
O=C(c1ccc(S(=O)(=O)N2CCCC2)cc1)N1CCN(c2ccccc2)CC1 | -1.8% | 11.7% | -1.8% | 7.5 | -0.2% | 2.4% | i | -48.8% | 5.2%
CN1CCN(C(=O)CNC(=O)c2cccs2)CC1 | 11.5% | -3.7% | 0.0% | 18.7 | 23.0% | -0.8% | i | -0.2% | 7.0%
C[C@H]1CN([C@@H](C)CO)S(=O)(=O)c2ccc(-c3ccc(C#N)cc3)cc2O[C@H]1CN(C)C(=O)CN(C)C | 4.3% | 1.3% | 0.0% | 12.6 | 14.1% | . | i | . | 4.7%
CCN(CC)S(=O)(=O)c1ccc(N2C(=O)CC2(/C=C/c2ccccc2)C(=O)NC2CCCC2)cc1 (stereo unspecified) | 0.1% | 0.9% | -7.6% | -18.0 | -8.4% | ? | i | ? | 2.4%
COc1cc(CNc2nc3ccccc3[nH]2)cc(OC)c1OC | 3.1% | -3.8% | -1.3% | 10.8 | 3.1% | 15.4% | i | -0.2% | -4.0%
O=[N+]([O-])c1ccc2oc(/C=C/c3ccc(O)cc3)nc2c1 | 7.5% | 14.7% | 1.1% | -24.0 | 1.3% | . | ? | . | .

Screening results (PubChem BioAssay)
